# High-throughput results (PubChem BioAssay)
# Vif-A3G inh: blocks the Vif interaction with human APOBEC3G; 0.076% of 410,000 active; Q9HC16; AID 602310; Potency, µM (top dose mostly 46.1 µM), inactives show at the top dose activity, negative = active, usual class: inhibitors; HeLa A3G-eYFP + Vif (tagged APOBEC3G with the HIV-1 protein that degrades it), YFP fluorescence, overnight;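 note: potency is the fitted concentration of half-maximal effect; % is set by controls: 0 for no effect and ±100 for the full control effect; nearly all actives have a fitted effect of over 60% in size; hits raise eYFP signal because A3G escapes Vif-driven loss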
# Target sequence (Q9HC16 whole entry, looked up): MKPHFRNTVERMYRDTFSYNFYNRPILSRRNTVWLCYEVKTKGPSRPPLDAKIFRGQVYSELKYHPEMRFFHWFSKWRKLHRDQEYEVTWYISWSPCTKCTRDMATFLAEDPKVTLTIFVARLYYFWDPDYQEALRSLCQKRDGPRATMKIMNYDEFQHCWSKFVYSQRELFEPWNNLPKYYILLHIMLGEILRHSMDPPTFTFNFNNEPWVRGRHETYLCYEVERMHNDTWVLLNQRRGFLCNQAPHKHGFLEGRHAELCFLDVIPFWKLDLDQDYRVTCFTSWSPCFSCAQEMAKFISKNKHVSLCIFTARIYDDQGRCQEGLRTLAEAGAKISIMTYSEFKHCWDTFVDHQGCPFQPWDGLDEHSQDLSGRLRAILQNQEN
#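 Read-out is eYFP fluorescence (Ex 488/Em 500-530) from Vif-expressing HeLa A3G-eYFP cells; more signal means A3G escaped Vif-mediated degradation. Cells plated overnight, compound pinned in, incubated overnight at 37 deg C.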
# LDHA block: inhibitors of human lactate dehydrogenase A | purified LDHA, NADH/diaphorase-resazurin fluorescence; stronger effect = lower value | P00338 | activity change, % (values are at about 110 or 230 µM) | AID 1347041 | 0.15% of 480,000 active; in the data active = activity change below about -30%; inconclusive = mostly about -25% to -30%;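 note: plate controls were DMSO wells for no effect and wells without enzyme for full effect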
#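 LDH5 2 nM; NADH 0.06 mM, pyruvate 0.2 mM; 200 mM Tris pH 7.4, EDTA, Tween-20; 5 min RT. Detection: diaphorase 0.133 mg/mL + resazurin 37 µM, fluorescence ex540/em590 at 0 and 20 min; normalized to enzyme-free and DMSO wells.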
# ERG-DNA inh: ERG Ets/DNA interaction inhibition | fluorescence polarization, His-ERG Ets domain / labelled DNA | Potency, µM (titrated, usually from 76.9 µM), inactives show at the top dose FP activity, negative = inhibition, actives largely listed as inhibitors | 0.028% of 370,000 active | P11308 | AID 624246; active = well fitted inhibition curve with a large enough effect in the polarisation, with a control signal flat; inconclusive = small, poorly fitted or top-dose-only effect, or effect the other way, or a change in a side signal; inactive = no such curve, though single readings can be large or run the other way; the % refers to the polarisation;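 note: polarization taken with two DNA probes labelled with fluorescein and Texas red; potency is the fitted concentration of half-maximal effect; % of control where 0% means no effect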
#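 His-tagged ERG Ets domain (1 uM in the protein solution; 300mM KCl, 50mM Tris-HCl, 1mM EDTA, 1mM DTT, pH 7.5) received compound, then a probe mix of 5 nM fluorescein-DNA and 100nM Texas-615-DNA. Fluorescence polarization was read for both dyes.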
# RGS4 inhibitor: inhibitors of human regulator of G protein signaling 4; Transcreener GDP fluorescence polarization, RGS4-accelerated GTP hydrolysis; Potency, µM (series often up to 114 µM), for the others: top-dose activity change, negative = inhibition, hits mostly inhibitors; AID 504845; 0.039% of 390,000 active; P49798; note: potency is the fitted concentration of half-maximal effect; % is set by controls: 0 for no effect and ±100 for the full control effect; nearly all actives have a fitted effect of over 75% in size; some results filed as inactive show a strong effect at the top dose
# Target sequence (P49798 whole entry, looked up): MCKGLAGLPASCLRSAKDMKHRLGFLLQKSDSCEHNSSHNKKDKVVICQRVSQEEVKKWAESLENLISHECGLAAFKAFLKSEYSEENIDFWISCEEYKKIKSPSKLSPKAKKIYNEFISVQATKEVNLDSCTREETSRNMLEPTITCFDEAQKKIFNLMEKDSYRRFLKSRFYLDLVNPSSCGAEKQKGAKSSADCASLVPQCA
#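 MLSMR compounds (23 nl, pin-transferred) preincubated 10 min at room temperature with a 500nM (2x) first reagent, then RGS4 at 900nM (2x) plus Transcreener GDP mix added; fluorescence polarization (620/688 nm) read before and after 90 min at 30 °C.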
# D2 antag: antagonizes the human D2 dopamine receptor | P14416 | HEK293 TREx D2 cells, calcium flux, dopamine EC80 | inhibition, % at 10 µM | 2% of 340,000 active | AID 485344; in the data active = inhibition above about 30%; note: 0% is about no effect
# Target sequence (P14416 whole entry, looked up): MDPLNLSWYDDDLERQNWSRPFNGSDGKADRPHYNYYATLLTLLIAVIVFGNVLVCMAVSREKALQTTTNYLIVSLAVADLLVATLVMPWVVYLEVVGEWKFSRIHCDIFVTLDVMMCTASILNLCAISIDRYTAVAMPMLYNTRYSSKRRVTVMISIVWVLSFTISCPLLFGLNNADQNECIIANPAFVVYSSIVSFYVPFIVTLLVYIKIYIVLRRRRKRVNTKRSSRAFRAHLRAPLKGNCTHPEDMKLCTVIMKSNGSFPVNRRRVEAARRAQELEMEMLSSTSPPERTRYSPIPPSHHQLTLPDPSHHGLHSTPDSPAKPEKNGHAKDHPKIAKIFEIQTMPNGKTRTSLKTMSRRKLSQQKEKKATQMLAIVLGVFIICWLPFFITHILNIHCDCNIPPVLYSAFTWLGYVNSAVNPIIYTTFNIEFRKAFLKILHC
#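 Inhibition of EC80 dopamine-driven calcium flux, recorded kinetically, defines activity here; cells are a tetracycline-induced HEK293 T-REx line expressing force-coupled D2.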
# Vif-A3F inh: blocks the Vif interaction with APOBEC3F; HeLa A3F-eYFP + Vif (tagged APOBEC3F with the HIV-1 protein that degrades it), YFP fluorescence increase; 0.2% of 390,000 active; Potency, µM (top dose mostly 46.1 µM), without a hit: at the top dose activity, negative = active; note: potency is the fitted concentration of half-maximal effect; % of control where 0% means no effect; nearly all actives have a fitted effect of over 65% in size
#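 HeLa cells stably expressing Vif plus C-terminally eYFP-tagged A3F were seeded, incubated overnight at 37 deg C, dosed with compound, incubated overnight again at 37 deg C. Yellow fluorescence (Ex 488/Em 500-530) reported blocked Vif-mediated A3F-eYFP degradation.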
# ALOX12 inh: inhibitors of human 12S-lipoxygenase ALOX12. P18054. purified 12hLO, xylenol orange hydroperoxide absorbance. Potency, µM (titrated, usually from 108 µM), for the others: top-dose activity change, negative = inhibition, most hits filed as inhibitors. 1.1% of 580,000 active. AID 1671190; note: potency is the fitted concentration of half-maximal effect; % is set by controls: 0 for no effect and ±100 for the full control effect
#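 Hydroperoxide product was detected by ferrous iron/xylenol orange as the 573 to 405 nm absorbance ratio. Arachidonic acid at 40 uM (final) was turned over for 30 min at room temperature by 150 nM human 12hLO, pH 7.0 Hepes buffer, after 15 min compound preincubation.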
# D2 agonist: D2 dopamine receptor (human) agonism; 0.53% of 340,000 active; HEK293 T-REx D2 cells, calcium flux agonist mode; activation, % at 2 µM; P14416;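 active = activation over 3 SD above normal in the single-dose calcium agonist read, cut at about 30% in these data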; note: 0% is about no effect
#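 Agonism is scored from calcium flux in a force-coupled, inducible HEK293 cell line expressing D2, read kinetically for 180 s after compound addition against dopamine controls.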
# Glioma ERSR ind: ER stress response induction in glioma. 0.02% of 420,000 active. Potency, µM, without a hit: top-dose activation, most hits filed as activators. U87-MG GRP78 promoter luciferase reporter, 16 h; note: potency is the fitted concentration of half-maximal effect; series mostly up to about 76 µM; % of control where 0% means no effect; nearly all actives have a fitted effect of over 35% in size
#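 Stably transfected U87-MG glioma cells carrying a GRP78-based luciferase sensor; 16 h compound incubation. Luminescence end-point read 10 min after Bright-Glo addition at room temperature.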
# * = called active by the depositor; i = inactive; ? = inconclusive; . = no result given; & = joins results of further samples; [ ] = another dose, or the depositor's remark. Unless noted, calls come from the whole dose curve; as a rule, active = well fitted curve in the direction sought with a large enough effect; inconclusive = small, poorly fitted or top-dose-only effect, or another doubt; inactive = no such curve, though single readings can be large; an effect the other way counts as inactive or inconclusive. These rows are one share of the data; count on the stated rates, not on these rows.
mol	Vif-A3G inh	LDHA block	ERG-DNA inh	RGS4 inhibitor	D2 antag	Vif-A3F inh	ALOX12 inh	D2 agonist	Glioma ERSR ind
COc1ccc(CNC(=O)C(c2ccc(C)o2)N(Cc2cccs2)C(=O)Cc2cccs2)cc1 (configuration not stated)	-9%	0	-2%	-15%	-16	2%	0%	0.2	-8%
COc1ccccc1NC(=O)C(C)Sc1nnc2ccc3ccccc3n12 (configuration not stated)	3%	1	3%	17%	.	2%	5%	-1.7	-2%
CCCOC(=O)NC(CC)COC(=O)Nc1cc(C)ccc1C (configuration not stated)	6%	-4	-9%	3%	-6	2%	i	-0.3	-2%
CN(C)c1ccc(N=C/C=C2\N(C)c3ccccc3C2(C)C)cc1	2%	22	14%	-16%[11.4 µM]	.	0%	?	.	-13%
COc1ccc(Cl)cc1-c1n[nH]c(=S)o1	2%	-3	1%	?	-7	9%	?	0.7	-1%
CCc1noc(C)c1C(=O)N(C)CC(=O)Nc1ccc(OC)cc1	-1%	-3	10%	-32%	.	5%	16%	.	-4%
COc1ccc(Cl)cc1NC(=O)c1ccco1	-8%	-6	-14%	-35%	-5	-6%	14%	-0.2	-4%
CC(=O)c1cccc(OCc2cc(C(=O)N(C)Cc3ccc(C)o3)no2)c1	0%	-6	3%	?	-13	-11%	?	-2.0	1%
CCCOc1c(Cl)cc(C(=O)Nc2ccc3c(c2)OCO3)cc1OCC	-15%	1	-9%	-17%	19	0%	34%[activator]	0.7	-4%
COCCN1C(=O)C(=O)/C(=C(/O)c2ccc(S(=O)(=O)N3CCOCC3)cc2)C1c1cccc([N+](=O)[O-])c1 (configuration not stated)	-5%	-3	6%	-20%[56.9 µM]	-4	3%	.	-0.3	10%
Cc1nc(=O)c(-c2ccccc2)c(C)n1-c1ccc(S(N)(=O)=O)cc1	0%	-7	-5%	28%	27	-2%	0%	0.2	0%
Cc1c(C(=O)NCc2cccc([N+](=O)[O-])c2)sc(=O)n1Cc1ccc(F)cc1	-2%	3	.	.	.	.	-5%	.	2%
CC(=O)c1ccc(S(=O)(=O)NCc2nnnn2-c2ccccc2)cc1	-2%	-5	-4%	-34%	.	-1%	10%	.	-4%
CCC(CO)NCCNC(CC)CO (configuration not stated)	0%	-12	-3%	15%	16	-5%	12%	0.5	-2%&-5%
CCc1cc2c(=O)c(-c3ccon3)c(N)oc2cc1OC	-4%	-2	.	-10%	-16	-3%	0%[57.4 µM]	2.8	6%
O=c1ccn(C2CCCO2)c(=O)[nH]1 (configuration not stated)	-3%	-2	.	-14%	.	3%	-3%	.	-6%
CCOC(=O)c1cc(-c2ccc(C)cc2)n(CC(=O)Nc2ccc(OC)cc2OC)c1C	-3%	-3	1%	-22%	.	?	-3%	.	-1%
Cc1ccc(C)c(C(=O)OCC(=O)Nc2ccc(N3CCOCC3)cc2)c1	-5%	0	2%	4%	-5	1%	1%	2.1	-2%
COc1ccc(CCNC(=O)CCC(=O)N2CCOc3ccccc32)cc1OC	-4%	-2	1%	9%	1	-4%	13%	-0.5	-1%
CC(=O)Nc1nc2c(C)c(Cl)ccc2s1	-8%	-6	22%	6%	15	-1%	6%	0.1	-2%
CCOC(=O)C1=C(CNCc2ccccc2Cl)NC(=O)NC1c1cccc([N+](=O)[O-])c1 (configuration not stated)	-5%	-1	-10%	-25%	-6	17%	35%[activator]	-0.3	-2%
Cc1ccc(N2CC(C(=O)NCc3ccc(C)n3C)CC2=O)cc1 (configuration not stated)	-4%	4	2%	-12%	-10	-5%	3%	-0.9	-3%
CC(=O)N(C)[C@H]1C[C@@H](c2ccccc2)N(C(C)=O)C[C@H]1CO	0%	-16	.	.	.	.	1%	.	-5%
CC(=O)Nc1ccc(NC(=O)CSc2nnc3c4cc(Br)ccc4n(C)c3n2)cc1	0%	-4	0%	-7%	.	-8%	-19%	0.2	-3%
Clc1ccc(-c2nnc(-c3ccccc3)c(-c3c[nH]c4ccccc34)n2)cc1	0%	-1	2%	-12%	-5	-3%	-2%	0.4	-1%
Fc1ccc(-n2ncc3c(NCCCc4ccccc4)ncnc32)cc1	3%	-3	0%	-1%	.	-12%	-8%	0.0	-4%
O=C(CSc1nc2ccccc2nc1Cc1ccccc1)Nc1ccccc1C(F)(F)F	-6%	-4	-12%	-1%	.	-2%	0%	-0.5	-2%
NC(=O)COC(=O)c1cc(=O)[nH]c2ccc(S(=O)(=O)Nc3ccc(F)cc3)cc12	3%	-9	0%	8%	12	-20%	-2%	1.3	-1%
Cn1c(O)c(N=Nc2ccccc2)c2ccccc21	7%	10	3%	-32%[56.9 µM]	-5	0%	-72%	-2.7	0%
Cc1ccc(CNc2ncnc3cc(Cl)ccc23)cc1	-4%	-3	-12%	-12%	10	-7%	-18%	1.2	-1%
CC(=O)Nc1cccc(-c2ccnc3c2CC(C)(C(=O)NCc2ccncc2)O3)c1 (configuration not stated)	-17%	-5	.	.	.	.	4%	.	-3%
COc1ccccc1OCCCCn1c(C(C)O)nc2ccccc21 (configuration not stated)	0%	-12	-4%	-9%	-10	2%	0%	-0.2	-3%
COC(=O)C1=CO[C@@H](O[C@@H]2OC(CO)[C@@H](O)[C@@H](O)[C@@H]2O)C2C1CC[C@]2(C)O (some centres not stated)	2%	-9	-3%	1%	.	12%	-3%	.	1%
O=C1CCCc2c1nc(-c1ccccc1F)n2O	-1%	-1	-1%	-31%	10	-1%	?	0.7	-3%
CCCCNC(=O)c1sc2ncnc(N3CCc4ccccc4C3)c2c1C	3%	2	4%	-21%	-6	1%	-12%	0.8	-6%
CCOC(=O)N1CCN(c2cc(=O)n(-c3ccc(OC)cc3)c(=O)[nH]2)CC1	1%	1	-4%	-24%	-12	-8%	0%	-0.1	-5%
CCn1nnnc1Oc1ccc(Cl)cc1	0%	-6	.	-4%	23	4%	20%	-0.3	-3%
CC12CCC(C(=O)N/N=C/c3ccc(O)cc3O)(OC1=O)C2(C)C (configuration not stated)	-14%	9	-8%	-15%	-15	-13%	7%	3.8	-3%
CCOC(=O)c1cc(-c2ccc(OC)cc2)n(CCC(=O)NCc2ccc(OC)cc2)c1C	5%	-15	0%	12%	.	-5%	0%	1.0	-5%
CC(C)(C)c1ccc(C(=O)Nc2ccc(C(=O)NCc3cccnc3)cc2)cc1	1%	0	4%	-2%	-15	-13%	?	0.0	-2%
Cn1c(=O)c2c(nc(N/N=C/c3ccc(OC(=O)c4ccco4)cc3)n2Cc2ccccc2)n(C)c1=O	0%	-2	3%	?	1	6%	15%	-1.1	-2%
CCC12CCC3c4ccc(O)cc4CCC3C1CC(O)C2O (configuration not stated)	?	-5	.	-7%	.	-8%	-2%	.	-3%
CN(C)S(=O)(=O)c1ccc(N)c([N+](=O)[O-])c1	0%	-6	-2%	15%	-18	-4%	-15%	0.6	2%
NNC(=O)/C=C/c1ccc(Cl)cc1Cl	-1%	-7	-8%	-1%	18	16%	-5%	0.9	-1%
Cc1noc(C)c1NC(=O)N(C)C[C@H]1Oc2ccc(NC(=O)CCC(F)(F)F)cc2C(=O)N([C@H](C)CO)C[C@@H]1C	-4%	4	2%	2%	.	-11%	-15%	.	-5%
COc1ccc(CNC(=O)Nc2ccc3c(c2)N(C)C(=O)c2ccccc2S3)cc1	-1%	-8	0%	-6%	.	6%	-12%	-0.5	-6%
S=C(NCc1cccnc1)c1ccccc1	1%	-19	2%	23%	-17	-1%	-2%	1.1	0%
Cc1cc(C(=O)OCC(=O)Nc2cccc(S(N)(=O)=O)c2)c2ccccc2n1	-2%	-4&-13	-1%	10%	8	12%	1%&-4%	-0.5	-5%
Cc1onc(-c2c(F)cccc2Cl)c1C(=O)Nc1nc2c(s1)CCCC2	-5%	7	-2%	-37%	4	4%	5%	0.5	1%
Cc1ccc(NC(=O)c2ncn(CCCNCc3ccccc3)n2)cc1C	1%	-6	1%	-8%	.	10%	-15%	.	3%
COCCNC(=O)c1cc(OC)c(OC)cc1[N+](=O)[O-]	3%	-3	-4%	18%[11.4 µM]	24	0%	-1%	1.6	-4%
CC(C)(C)S(=O)(=O)N1C[C@@H]2CC/C=C\C/C(c3ccccc3)=C\2[C@H]1CCO	0%	5	2%	11%	.	-4%	?	.	-1%
CCc1nc(CNC(=O)C2CCC(=O)N(Cc3ccccc3F)C2)no1 (configuration not stated)	1%	-3	3%	51%	1	2%	9%	0.4	7%
Cc1ccc(Sc2ncccc2COC(=O)Nc2c(C)cccc2C)cc1	2%	1	2%	18%	-10	-1%	12%	-1.1	1%
O=C(CSc1ncc(-c2ccccc2)n1C1CCCC1)N1CCc2ccccc21	1%	-3	-1%	-26%	31*	-4%	-8%	-0.2	-1%
COc1ccc(NS(=O)(=O)c2cccc(Cl)c2)cc1S(=O)(=O)N1CCCCC1	1%	-7	4%	-7%	3	8%	-16%	-0.3	-3%
